# High-throughput results deposited in PubChem by National Center for Advancing Translational Sciences (NCATS).
# HTT aggregate: qHTS Multiplex Assay to Identify Dual Action Probes in a Cell Model of Huntington: Aggregate Formation (GFP); PC12 HttQ103-GFP aggregates, Acumen cytometry, 40 h; Potency, µM (top dose mostly 46.1 µM), without a hit: at the highest dose activity change, negative = inhibition, usual class: inhibitors; 1.1% of 220,000 active; AID 1688, 2009; further: potency means the concentration at half of the fitted maximal effect; on the % scale 0 is the no-effect control and ±100 the full control effect; nearly all actives have a fitted effect of over 60% in size
#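 Using laser scanning cytometry, GFP-positive aggregates were counted after lysis of PC12 cells induced with 100 nM tebufenozide to express HTT exon 1 Q103–GFP. Compounds were tested in titration.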
# Lamin A splicing: qHTS Assay for Modulators of Lamin A Splicing | HeLa LMNA splicing GFP/RFP minigene ratio, 48 h | Potency, µM (doses to about 46.1 µM), without a hit: at the highest dose ratio change, negative = inhibition, hits mostly inhibitors | 0.01% of 200,000 active; active means well fitted inhibition curve with a large enough effect in the signal ratio, with a control signal flat, not every such curve was filed as active; inconclusive means small, poorly fitted or top-dose-only effect, or effect the other way, or a change in a side signal; the % refers to the signal ratio; further: potency means the concentration at half of the fitted maximal effect; on the % scale 0 is the no-effect control and ±100 the full control effect
#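 S3 HeLa stable clones carrying a lamin A-EGFP splicing minigene plus DsRed2 were seeded at 600 cells/well in Opti-MEM with 2% FBS, pin-dosed and incubated 48 h at 37°C. Acumen cytometry (488 nm) gave the GFP/RFP total-intensity ratio.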
# GAA glycogen: qHTS Assay for Inhibitors and Activators of Human alpha-Glucosidase Cleavage of Glycogen; Lysosomal alpha-glucosidase (Homo sapiens), P10253; recombinant GAA, glycogen substrate, Amplex Red glucose oxidase fluorescence; Potency, µM (highest dose often 76.4 µM), for inactives: at the highest dose activity change, negative = inhibition, usual class: inhibitors; 0.38% of 300,000 active; AID 2100, 2009;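 further: potency means the concentration at half of the fitted maximal effect; 0% = full enzyme reaction and -100% = no-enzyme basal signal; the screen sought inhibitors and activators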
#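 qHTS, 1536-well; enzyme 4 nM final; cpd up to 77 uM; substrate bovine liver glycogen 30 ug; 50 mM citrate/phosphate pH 5.0, 0.01% Tween-20; 37 C, 40 min; Amplex Red detection 45 min RT; Hill fit → AC50.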
# GAA inh: qHTS Assay for Inhibitors of Human alpha-Glucosidase as a Potential Chaperone Treatment of Pompe Disease; Lysosomal alpha-glucosidase (Homo sapiens), P10253; purified human GAA, 4-MU-alpha-glucoside fluorescence; Potency, µM (series often up to 76.9 µM), for inactives: top-dose activity change, negative = inhibition, actives largely listed as inhibitors; 0.005% of 200,000 active;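 further: potency means the concentration at half of the fitted maximal effect; plate controls were uninhibited enzyme wells for no effect and no-enzyme background for full effect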
#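 Activity normalized between no-enzyme (basal) and enzyme-only wells. Conditions: 4 nM human enzyme, 400 uM fluorogenic substrate, citrate/phosphate pH 5.0 with Tween-20, 20 min room temperature, compounds up to 77 uM.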
# CBFb RUNX1 block: qHTS Assay for Compounds Blocking the Interaction Between CBF-beta and RUNX1 for the Treatment of Acute Myeloid Leukemia | 230,000 tested, under 10 active | AlphaScreen CBFb-His/RUNX1-biotin binding, biochemical | Potency, µM (highest dose often 59.8 µM), for the others: at the highest dose activity, negative = inhibition, most hits filed as inhibitors; further: % of control where 0% means no effect
# Target sequence (Q01196 whole entry, looked up): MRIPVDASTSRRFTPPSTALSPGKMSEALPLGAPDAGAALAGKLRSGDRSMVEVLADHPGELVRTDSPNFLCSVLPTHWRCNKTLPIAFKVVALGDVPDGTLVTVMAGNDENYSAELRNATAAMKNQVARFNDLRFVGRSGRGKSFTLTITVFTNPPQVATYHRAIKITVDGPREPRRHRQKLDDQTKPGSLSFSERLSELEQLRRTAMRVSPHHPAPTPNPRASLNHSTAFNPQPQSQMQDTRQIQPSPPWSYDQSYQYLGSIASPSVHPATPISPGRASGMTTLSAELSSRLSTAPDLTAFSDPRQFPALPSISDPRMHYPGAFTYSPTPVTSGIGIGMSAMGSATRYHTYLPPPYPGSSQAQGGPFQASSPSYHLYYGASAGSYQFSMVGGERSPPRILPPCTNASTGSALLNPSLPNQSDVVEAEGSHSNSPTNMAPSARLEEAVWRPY
# Target sequence (Q13951 whole entry, looked up): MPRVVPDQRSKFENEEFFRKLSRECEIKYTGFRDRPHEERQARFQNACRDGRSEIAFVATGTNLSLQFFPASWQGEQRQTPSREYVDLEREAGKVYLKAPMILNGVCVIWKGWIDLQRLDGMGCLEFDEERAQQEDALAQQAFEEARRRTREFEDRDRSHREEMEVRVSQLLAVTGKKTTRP
#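 AlphaScreen proximity signal reports loss of binding between His-tagged CBF-beta and biotin-labelled RUNX1, each at 30 nM. Proteins are pre-associated for 20 minutes, compounds added for 15 minutes, then beads for 90 minutes, all at ambient temperature.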
# HTT ATP protect: qHTS Multiplex Assay to Identify Dual Action Probes in a Cell Model of Huntington: Cytoprotection (ATP) | PC12 HTT-Q103 induced, cytoprotection, ATP luminescence, 40 h | Potency, µM (highest dose often 56.4 µM), for the others: cytoprotection (ATP increase), actives largely listed as activators | 0.14% of 230,000 active;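 further: potency means the concentration at half of the fitted maximal effect; % of control where 0% means no effect; nearly all actives have a fitted effect of over 45% in size; toxic huntingtin expression switched on by the ecdysone agonist tebufenozide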
#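 Rat PC12, Q103 Htt exon1-GFP fusion, ecdysone promoter; tebufenozide inducer 100 nM final; compound titration; qHTS, 1500 cells/well; ATPlite luminescent read.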
# aGlu spleen mod: qHTS Assay for Inhibitors and Activators of Human alpha-Glucosidase From Spleen Homogenate; 0.006% of 240,000 active; Lysosomal alpha-glucosidase (Homo sapiens), P10253; Potency, µM (doses to about 79.9 µM), without a hit: at the top dose activity change, negative = inhibition, hits mostly inhibitors; human spleen homogenate, 4-MU-alpha-glucoside fluorescence;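 further: potency means the concentration at half of the fitted maximal effect; 0% = enzyme with vehicle and -100% = no enzyme basal signal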
#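 Enzyme source: human spleen homogenate, 1 ug/well. Buffer 50 mM citric acid/K phosphate pH 5.0, 0.01% Tween-20. 4-MU-alpha-glucoside 1 mM; 37 C x 40 min; NaOH/glycine stop; fluorescence.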
# Numbers without * were called inactive; ? = inconclusive; / = no result given; [ ] = another dose, or the depositor's remark. Unless noted, the call rests on the fitted dose curve; in most records, active means well fitted curve in the direction sought with a large enough effect; inconclusive means small, poorly fitted or top-dose-only effect, or another doubt; inactive means no such curve, though single readings can be large; an effect the other way counts as inactive or inconclusive. Random draw from the library; about 1.5% have a hit in one of these screens.
SMILES,HTT aggregate,Lamin A splicing,GAA glycogen,GAA inh,CBFb RUNX1 block,HTT ATP protect,aGlu spleen mod
COc1ccccc1C1CCN(Cc2c(C)[nH]c3ccccc23)CC1,-6%[9.22 µM],/,1%,4%[15.4 µM],-8%,-30%[10 µM],-11%
c1ccc2c(c1)[nH]c1c(N3CCN(C4CCCCC4)CC3)ncnc12,?,?,8%,?,-3%,-9%,4%
Cc1[nH]nc(N)c1N=Nc1ccc(Br)cc1,5%,?,-8%,0%,-24%,-18%,3%
CC(C)(C)N1CC(c2nc3ccccc3n2Cc2ccc(Cl)cc2)CC1=O (stereo not drawn),-13%,-14%,0%,8%,5%,10%,-2%
N[C@@](C(=O)O)(c1ccc(P(=O)(O)O)cc1)C1CC1,/,/,/,/,3%[21.7 µM],25%,-8%
O=C1CCC/C(=N/NC(=O)c2ccc(CN3c4cccc5cccc(c45)S3(=O)=O)cc2)C1,7%,?,?,-13%,7%,10%[10 µM],-15%
CCn1c(=O)cc(OCC(=O)NCC2CCCO2)c2ccccc21 (stereo not drawn),?,-15%,5%,5%,-6%,3%[10 µM],1%
Brc1ccc(N/N=C(/N=Nc2nn[nH]n2)c2ccccc2)cc1,7.1µM*,?,?,-13%,/,-131%[inhibitor],-4%
CN(C)CC(C)(C)CNC(=S)Nc1cc(S(=O)(=O)N2CCOCC2)ccc1Cl,9%,-29%[46 µM],4%,-1%,11%,-16%,1%
CC/C(C)=N/NS(=O)(=O)c1ccc(C)c([N+](=O)[O-])c1,-20%[9.22 µM],/,-14%,/,3%,-12%[10 µM],-6%
Cc1ccc(CN2C(=O)C(C)(C)Oc3ccc(C(=O)N4CCCCC4)cc32)cc1,-9%,-1%,6%,-2%,-1%,-5%[10 µM],-3%
COc1ccccc1N1CCN(S(=O)(=O)c2ccc3c(c2)n(C)c(=O)n3C)CC1,-2%[9.22 µM],/,-1%,?,-9%,-9%[10 µM],4%

# Whole records as entered above. Values in the order: HTT aggregate	Lamin A splicing	GAA glycogen	GAA inh	CBFb RUNX1 block	HTT ATP protect	aGlu spleen mod
# Shown for `CCn1c(=O)cc(OCC(=O)NCC2CCCO2)c2ccccc21` (stereo not drawn) : ?	-15%	5%	5%	-6%	3%[10 µM]	1%
# Shown for `Cc1[nH]nc(N)c1N=Nc1ccc(Br)cc1` : 5%	?	-8%	0%	-24%	-18%	3%

# (cont.)
SMILES,HTT aggregate,Lamin A splicing,GAA glycogen,GAA inh,CBFb RUNX1 block,HTT ATP protect,aGlu spleen mod
Cc1ccc2c(c1)c1ncnc(N3CCc4ccccc4C3)c1n2C,11µM*,?,-3%,15%,21%,-49%[inhibitor][0.074 µM],-8%
CCOC(=O)CSC1=NC(=O)/C(=C\c2ccc(Cl)cc2)S1,11%,?,16%,-4%,-1%,-13%,5%
O=C1CC(C2CCCO2)C(=O)N1c1ccc(Cl)c(Cl)c1 (stereo not drawn),-13%[9.22 µM],-6%[46 µM],-14%,6%,2%,-10%[10 µM],-5%
Cc1cccc(OCCCCc2c(C)n[nH]c2C)c1,?,?,-6%,-2%,-6%,-10%,9%
Cc1ccc(N2C(=O)c3cccc4c([N+](=O)[O-])ccc(c34)C2=O)c2cccnc12,-33%[9.22 µM],/,-1%,/,15%,-37%[inhibitor][10 µM],2%
CCc1nnc(NC(=O)C2CCN(c3cnccn3)CC2)s1,2%,-5%,1%,?,16%,25%[10 µM],0%
C=CCOc1ccc(Cl)cc1CNC1CCCC1,-5%,-20%[46 µM],9%,-14%,1%,22µM*,-2%
CC(C)Cc1nc(Nc2ccc(S(=O)(=O)N3CCCC3)cc2)c2nnn(Cc3ccccc3)c2n1,?,?,-11%,-9%,1%,0%[1.9 µM],-18%
N#C/C(=C1/CCCCCN1)c1nc2ccccc2s1,-3%,12%,-8%,0%,4%,5%,1%
Cc1cc(NC(=S)N(CCCN2CCOCC2)Cc2ccco2)ccc1Cl,15%,?,-2%,-4%,-14%,/,-9%
CC(=O)C1C(c2ccccc2OC(F)F)NC(=O)NC1(O)C(F)(F)F (stereo not drawn),7%,6%,3%,0%,0%,-19%,-1%
O=c1cc(COc2ccc(Cl)c(Cl)c2)nc2sccn12,-5%[9.22 µM],/,8%,-12%,-6%,9%[10 µM],5%

# Printed as active in HTT aggregate (from the list above):
smiles,HTT aggregate,GAA glycogen,CBFb RUNX1 block,aGlu spleen mod
Brc1ccc(N/N=C(/N=Nc2nn[nH]n2)c2ccccc2)cc1,7.1µM*,?,/,-4%
Cc1ccc2c(c1)c1ncnc(N3CCc4ccccc4C3)c1n2C,11µM*,-3%,21%,-8%

# Arranged by length of the SMILES (low to high): some entries from above
SMILES,HTT aggregate,Lamin A splicing,GAA glycogen,GAA inh,CBFb RUNX1 block,HTT ATP protect,aGlu spleen mod
O=c1cc(COc2ccc(Cl)c(Cl)c2)nc2sccn12,-5%[9.22 µM],/,8%,-12%,-6%,9%[10 µM],5%
CCOC(=O)CSC1=NC(=O)/C(=C\c2ccc(Cl)cc2)S1,11%,?,16%,-4%,-1%,-13%,5%
CC(=O)C1C(c2ccccc2OC(F)F)NC(=O)NC1(O)C(F)(F)F (stereo not drawn),7%,6%,3%,0%,0%,-19%,-1%
Cc1ccc(N2C(=O)c3cccc4c([N+](=O)[O-])ccc(c34)C2=O)c2cccnc12,-33%[9.22 µM],/,-1%,/,15%,-37%[inhibitor][10 µM],2%

# More entries follow:
SMILES,HTT aggregate,Lamin A splicing,GAA glycogen,GAA inh,CBFb RUNX1 block,HTT ATP protect,aGlu spleen mod
Cc1ccc(S(=O)(=O)N(CC(=O)Nc2ccccc2C(=O)O)c2ccccc2C)cc1,2%,-13%[46 µM],3%,6%,1%,-56%[inhibitor],-4%
COCCN(C(=S)Nc1cc(C)cc(C)c1)C(C)c1cccnc1 (stereo not drawn),4%,7%,-17%,-1%,-4%,16%[10 µM],5%
O=C(NC1CCN(Cc2ccccc2)CC1)C(NS(=O)(=O)c1cccc2nsnc12)c1ccccc1 (stereo not drawn),4%,/,0%,-1%,0%,-26%,-3%
COc1ccc(/C(N)=N/OC(=O)Cc2cccs2)cc1OC,-9%,?,-13%,1%,-1%,-10%[10 µM],1%
O=C(COC(=O)c1cc[n+]([O-])cc1)NCc1ccccc1Cl,3%,/,-1%,-5%,2%,?,-3%
CCOC(=O)C1C(=O)NC(N2CCN(c3ccccc3)CC2)=NC1c1ccccc1 (stereo not drawn),14%,-15%,12%,-6%,2%,-1%,6%
CN1CCN(c2ncncc2-c2ccc(N(C)C)cc2)CC1,/,7%,/,/,/,-46%[inhibitor],7%
COc1ccc(N(C(C)=O)c2nc(C)cc(C)c2C#N)c(OC)c1,5%[9.22 µM],-5%[46 µM],5%,6%,1%,13%[10 µM],6%
CCOC(=O)c1cc(-c2ccc(Cl)s2)[nH]n1,-6%[9.22 µM],/,1%,-15%[15.4 µM],13%,-9%[10 µM],0%
Cc1ccccc1NC(=O)CN1C(=O)S/C(=C\c2ccc(-c3cc(C(=O)O)ccc3C)o2)C1=O,15%,-15%[46 µM],-3%,3%,-5%,-13%,-1%
CC(C)N(C(=O)CSc1nnc(Cn2nnc3ccccc32)n1C)C(C)C,8%,-5%,1%,1%,0%,21%,-2%
O=C(CSc1ccc(F)cc1)Nc1ccc(C2SCCS2)cc1,2%[9.22 µM],/,-2%,/,2%,25%[10 µM],-4%

# Limited to HTT ATP protect, GAA glycogen and CBFb RUNX1 block (four entries from above):
compound	HTT ATP protect	GAA glycogen	CBFb RUNX1 block
CCOC(=O)c1cc(-c2ccc(Cl)s2)[nH]n1	-9%[10 µM]	1%	13%
O=C(NC1CCN(Cc2ccccc2)CC1)C(NS(=O)(=O)c1cccc2nsnc12)c1ccccc1 (stereo not drawn)	-26%	0%	0%
O=C(CSc1ccc(F)cc1)Nc1ccc(C2SCCS2)cc1	25%[10 µM]	-2%	2%
CCOC(=O)C1C(=O)NC(N2CCN(c3ccccc3)CC2)=NC1c1ccccc1 (stereo not drawn)	-1%	12%	2%

# Going on with the list.
SMILES,HTT aggregate,Lamin A splicing,GAA glycogen,GAA inh,CBFb RUNX1 block,HTT ATP protect,aGlu spleen mod
CCN=C1SC(C(=O)Nc2cccc(C(=O)O)c2)CC(=O)N1CC (stereo not drawn),14%,7%,-7%,-2%,6%,-14%[10 µM],-3%
c1ccc(-n2c(-c3ccncc3)nnc2N2CCOCC2)cc1,-9%,-2%,-12%,-5%,1%,5%[10 µM],3%
CCCn1c(SCC(=O)c2ccc(OC)c(OC)c2)nc2c1c(=O)n(C)c(=O)n2C,-12%,6%,5%,-4%,-2%,-22%[10 µM],0%
O=C(CSc1nc2c(c(=O)n1-c1ccc(Cl)cc1)SCC2)Nc1nccs1,10%,-3%,13%,-4%,-1%,-22%,0%
CCOc1ccc(NC(=O)c2cc3c(=O)n(C)c4ccccc4c3n2C)cc1,13%,1%,3%,-3%,-3%,-10%,5%
CN(C)C(=O)CSc1nnc(-c2ccncc2)n1Cc1ccco1,-3%,?,10%,4%,-17%,-15%,-1%
O=C(CNS(=O)(=O)c1ccc(F)cc1)N1CCCCCC1,4%[9.22 µM],26%[46 µM],-9%,13%,2%,10%[10 µM],8%
Cc1[nH]c2ccccc2c1CN1CCN(c2ccccn2)CC1,-25%[9.22 µM],/,2%,/,2%,-29%[10 µM],-17%
